Screening data from PubChem BioAssay.
miR122 inh: inhibitors of miR-122 in Huh7 cells; Huh7 miR-122 Renilla luciferase sensor, 48 h; neutral wells = 0, positive control = 100; activation (reporter increase), % at 12.5 µM; hit rate 0.3% among 340,000; AID 602342;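 active = mean replicate activation score at least 90 and every replicate individually at or above 90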;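 also: higher luciferase means less miR-122 activity so hits act as miR-122 inhibitors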
GSIS activator: primary screen for activators of insulin secretion dependent on glucose, INS-1E cells, GLuc reporter luminescence; INS-1E GLuc reporter insulin secretion, 2-3 h; activation, % at 16.6 µM; hit rate 0.61% among 370,000; AID 743287;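 active = lowest replicate activation of at least 40%, so every replicate reaches that level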;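 also: 0% = median of neutral control wells and 100% = median of IBMX positive control wells; some compounds called inactive have numbers as strong as hits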
CFTR F508del cor: CFTR F508del correction in bronchial cells. AID 720511. hit rate 0.36% among 350,000. CFBE cells, YFP halide quenching; stimulated with forskolin plus potentiator P3; % fluorescence drop versus neutral controls. activity (quench increase), % at 7.58 µM;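 active = mean added fluorescence quench of at least 8% versus neutral control, with both replicates also reaching 8%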;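 also: cells transiently co-express mutant CFTR-F508del with the halide-sensitive YFP; corrector assay measuring rescue of mutant channel to the surface after 24 h compound exposure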
Statin myotox sup: suppression of simvastatin myotoxicity; C2C12 myotubes + simvastatin, ATP luminescence, 48 h; scaled: DMSO 0, geranylgeraniol control 100; rescue of ATP level, % at 7.49 µM; hit rate 0.78% among 330,000;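 active = mean ATP rescue above about 67%, or every replicate alone reaching that limit, limit read from the data, passing the limit was not always enough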;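 also: myotubes were challenged with 10 µM simvastatin during compound exposure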
PglD DTNB: inhibitors of Campylobacter jejuni PglD acetyltransferase; purified PglD enzyme, DTNB colorimetric CoA detection; hit rate 0.098% among 360,000; inhibition, % at 12.5 µM; in the data active = inhibition above about 16%, passing the limit was not always enough; also: strong numbers were not always called active
PGC1a acetyl inh: PGC1a acetylation modulation, inhibitor mode; inhibition, % at 15.6 µM; U2OS PGC1a acetylation, AlphaScreen anti-acetyl-lysine; with virally co-expressed GCN5 acetyltransferase; hit rate 0.17% among 350,000;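 active = every replicate shows inhibition of at least 40%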;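 also: 0% = neutral control wells and 100% = positive control wells; some results beyond the cut were filed as inactive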
FN deposition inh: fibronectin deposition inhibition; inhibition, % at 12.6 µM; hit rate 0.086% among 350,000; AH1F fibroblasts, Alexa488-fibronectin deposition fluorescence, overnight;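 active = mean inhibition across replicates of 30% or more, regardless of how many single replicates reach that level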;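 also: positive control wells lacked labelled fibronectin entirely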
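Material – AH1F fibroblast monolayer, labelled fibronectin deposition · Reagent – labelled fibronectin 24 nM · Timing – 1 h adhesion, overnight exposure · Measured by – fluorescence at 485 nm excitation, 525 nm emission · Read-out – inhibition of fibronectin deposition signal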
Cneo AK release: causes C. neoformans cell lysis | hit rate 0.2% among 360,000 | AID 651654 | lysis activity, % at 15 µM | adenylate kinase release luminescence, 4 h; normalised: neutral wells 0, clomiphene wells 100;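 active = mean lysis activity across replicates of at least 80%, whatever share of replicates individually reach that level; inactive = mean lysis activity below 80%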
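Material – log-phase Cryptococcus neoformans yeast cells · Input – 5 × 10^6 yeast cells/mL · Medium – fresh YPD growth medium · Doses – single compound concentration per well · Timing – static 4 h at 37 °C with compound, 1 h detection · Detection – adenylate kinase release luminescence · Read-out – signal increase indicating cell lysis · Control set – Clomiphene as positive lysis control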
The depositor's hits bear a star; nt = not tested or not shown; [ ] = another dose, or the depositor's remark.

nr	structure	miR122 inh	GSIS activator	CFTR F508del cor	Statin myotox sup
1	C[C@@H]1CN([C@@H](C)CO)C(=O)c2cc(NC(=O)C3CC3)ccc2O[C@@H]1CN(C)S(C)(=O)=O	-3.3[16.7 µM]	2.3	-1.6	3.6
2	CCc1c(C)nc2ncnn2c1N1CCCC(C(=O)NCc2ccc3c(c2)OCO3)C1 (stereo not given)	-7.2	0.8	nt	-3.9
3	Cc1ccc(OCc2ccc(C(=O)Nc3nc4ccccc4n3Cc3ccccc3)o2)c([N+](=O)[O-])c1	0.9	nt	nt	2.4
4	Cn1c(=O)[nH]c(=O)c2c1nc1n2CCCN1CCc1ccccc1	-3.3	nt	nt	nt
5	COc1ccc(C(NCC(=O)NC(C)c2ccc(Cl)cc2)c2ccccc2)cc1 (stereo not given)	-0.7	-15.4	0.7	-2.3
6	O=C(CCCc1ccccc1)Nc1ccc(Br)cc1F	3.1	nt	nt	1.0
7	COc1ccc(S(=O)(=O)N2CCCCCC2)cc1C(=O)NCc1cccs1	17.9	-20.8	-2.2	-11.3
8	O=C(COC(=O)CCC(=O)c1cccs1)Nc1ccc(F)c(F)c1F	-1.7	6.1	-0.2	10.3
9	CCN(CC)S(=O)(=O)c1cccc(-c2nnc(SCCOc3ccccc3C)o2)c1	7.6	-4.9	nt	33.5
10	CCOC(=O)c1sc2nc(-c3ccco3)c3c(c2c1N)CC(C)(C)OC3	-1.1	nt	nt	nt

nr	PglD DTNB	PGC1a acetyl inh	FN deposition inh	Cneo AK release
1	nt	-13.8	nt	nt
2	0.4	-38.4	-1.9	-0.1
3	-8.3	-4.0	-0.4	-2.7
4	1.4	14.9	nt	-0.7
5	-2.2	-0.6	-7.4	2.5
6	-2.8	-6.6	nt	-2.2
7	-3.3	-2.0	3.9	-0.1
8	-1.7	6.2	-8.4	0.1
9	3.2	-6.0	-1.2	0.1
10	0.7	-1.1	-3.7	-1.5

Going on with the list:
nr	structure	miR122 inh	GSIS activator	CFTR F508del cor	Statin myotox sup
11	O=C(CS)Nc1ccc2ccccc2c1	nt	-10.6	5.5	24.6
12	Clc1ccccc1CSc1nnc(-c2cccnc2)n1Cc1ccco1	29.6	nt	nt	-6.7
13	COc1ccc(Cl)cc1NC(=O)Cn1c(C)csc1=O	4.7	nt	-1.4	2.5
14	CN(C)CCCNC(=O)CC1C[C@H](C(=O)N2CCCCC2)[C@@]2(CCc3ccccc3)c3[nH]c4ccccc4c3CCN2C1=O (stereo not given in full)	0.5	-9.2	2.1	1.3
15	Cc1ccc(NS(=O)(=O)c2cccc3cccnc23)c(Cl)c1	23.7	14.2	-1.0	4.9
16	CCOC(=O)C1=C(COC(=O)CNS(=O)(=O)c2ccc(C)cc2)NC(=O)NC1C (stereo not given)	nt	-7.2	-0.4	4.8
17	CCOC(=O)C1CCCN(C(=O)Cn2nc(C)n3c(cc4c(OC)cccc43)c2=O)C1 (stereo not given)	-7.9	-6.5	0.8	13.8
18	O=C(N/N=C/c1cccnc1)c1ccc(NC(=O)c2ccccc2Cl)cc1	nt	6.8	3.6	-14.3
19	CCOC(=O)C1=C(c2ccccc2)Nc2ncnn2C1c1cc(OC)cc(OC)c1OC (stereo not given)	-2.2	nt	nt	-1.2
20	COc1cc(/C=C2/N=C(c3ccccc3)OC2=O)c(F)cc1OCc1ccccc1	nt	-1.2	0.5	-7.6

nr	PglD DTNB	PGC1a acetyl inh	FN deposition inh	Cneo AK release
11	-2.1	nt	-21.3	-0.8
12	-4.7	2.7	-13.6	0.6
13	1.9	-0.1	1.3	1.0
14	5.6	-99.0	5.9	1.6
15	1.6	-9.0	-7.6	-0.9
16	2.2	nt	-1.0	1.0
17	3.4	10.1	3.2	0.6
18	-5.9	nt	-5.6	-4.1
19	-6.4	12.7	12.3	1.4
20	1.4	nt	3.4	1.0

7 compounds out of the list, sorted by SMILES length, lowest first.
nr	structure	miR122 inh	GSIS activator	CFTR F508del cor	Statin myotox sup
11	O=C(CS)Nc1ccc2ccccc2c1	nt	-10.6	5.5	24.6
15	Cc1ccc(NS(=O)(=O)c2cccc3cccnc23)c(Cl)c1	23.7	14.2	-1.0	4.9
18	O=C(N/N=C/c1cccnc1)c1ccc(NC(=O)c2ccccc2Cl)cc1	nt	6.8	3.6	-14.3
20	COc1cc(/C=C2/N=C(c3ccccc3)OC2=O)c(F)cc1OCc1ccccc1	nt	-1.2	0.5	-7.6
19	CCOC(=O)C1=C(c2ccccc2)Nc2ncnn2C1c1cc(OC)cc(OC)c1OC (stereo not given)	-2.2	nt	nt	-1.2
16	CCOC(=O)C1=C(COC(=O)CNS(=O)(=O)c2ccc(C)cc2)NC(=O)NC1C (stereo not given)	nt	-7.2	-0.4	4.8
17	CCOC(=O)C1CCCN(C(=O)Cn2nc(C)n3c(cc4c(OC)cccc43)c2=O)C1 (stereo not given)	-7.9	-6.5	0.8	13.8

nr	PglD DTNB	PGC1a acetyl inh	FN deposition inh	Cneo AK release
11	-2.1	nt	-21.3	-0.8
15	1.6	-9.0	-7.6	-0.9
18	-5.9	nt	-5.6	-4.1
20	1.4	nt	3.4	1.0
19	-6.4	12.7	12.3	1.4
16	2.2	nt	-1.0	1.0
17	3.4	10.1	3.2	0.6

The list continues.
nr	structure	miR122 inh	GSIS activator	CFTR F508del cor	Statin myotox sup
21	O=C(c1cc(COc2ccc(F)cc2Cl)on1)N1CC[C@@H]2CCCC[C@H]2C1	4.4	17.9	0.5	-4.8
22	CC1(C(=O)Nc2ccc3c(c2)OCCO3)CCN1C(=O)C1(c2ccccc2)CC1 (stereo not given)	-2.7	2.9	-4.9	7.7
23	O=C(CN1CCCCCC1)Nc1ccc([N+](=O)[O-])cc1Cl	-2.4	13.2	-0.5	8.0
24	C[C@H](CO)N1C[C@H](C)[C@@H](CN(C)C(=O)Nc2ccccc2)Oc2c(NC(=O)C3CC3)cccc2C1=O	32.7[16.7 µM]	8.1	0.1	10.1
25	CCOc1ncccc1C(=O)Nc1nnc(C)s1	nt	24.3	4.3	nt
26	CO[C@@]12[C@@H]3N[C@@H]3CN1C1=C(C(=O)C(N)=C(C)C1=O)[C@@H]2COC(N)=O	-4.5	31.4	14.3*	nt
27	COc1cc(OC)cc(N(C(=O)C2COc3ccccc3O2)C(C(=O)NC2CCCCC2)c2ccc(O)cc2)c1 (stereo not given)	-7.0	-30.9	nt	nt
28	COCCOCCn1cnc2ccccc21	-5.3	nt	nt	14.6
29	Brc1cc2ccccc2[n+](Cc2ccccc2)c1	0.1	-26.1	3.2	12.2
30	Cc1cccc(SC2CCN(C(=O)C3CCC(=O)N(C4CC4)C3)CC2)c1 (stereo not given)	-8.2	-5.7	-2.3	19.7

nr	PglD DTNB	PGC1a acetyl inh	FN deposition inh	Cneo AK release
21	3.1	-2.2	-1.6	-6.5
22	8.4	-29.4	-0.1	-3.5
23	-4.4	13.8	0.4	-13.0
24	-3.3	nt	nt	-39.6
25	nt	1.4	6.7	nt
26	nt	3.0	-8.9	nt
27	-1.0	nt	2.1	-9.0
28	-4.3	8.0	2.8	0.6
29	4.1	-7.7	-8.4	3.7
30	nt	-9.3	4.7	nt

Continuation:
nr	structure	miR122 inh	GSIS activator	CFTR F508del cor	Statin myotox sup
31	Cn1cnc(S(=O)(=O)N2C[C@@H](O)COC[C@H]3O[C@@H](CC(=O)NC4CCCC4)CC[C@@H]32)c1	126.8*[16.7 µM]	11.0	-2.6	-4.0
32	C[C@]12c3[nH]c4ccc(Cl)cc4c3CCN1C(=O)[C@@H](CC(=O)NCCCn1ccnc1)C[C@@H]2C(=O)N1CCCCC1	-1.8	-10.0	-4.1	2.0
33	CC1C(=O)N(Cc2cn(CCC3OCCCO3)nn2)CCS(=O)(=O)N1Cc1ccc(-c2ccc(Cl)nc2)cc1 (stereo not given)	-4.7	8.9	-0.3	-2.8
34	COc1ccc(CC(=O)Nc2sc3c(c2C(N)=O)CCCC3)cc1	nt	16.0	-1.4	-14.5
35	COc1ccccc1NC(=O)C(=O)NNC(=O)c1ccco1	0.3	6.7	nt	nt
36	COc1ccccc1CN1[C@@H]2CN(C(=O)c3ccc(F)cc3)c3ccccc3[C@@H]2[C@@H]1CO	85.4[16.7 µM]	0.3	-4.1	9.1
37	CCC(CC)C(=O)Nc1cccc(C(=O)NC(C)(C)C)c1	nt	-5.8	-2.1	1.3
38	CCCOC(=O)C1C2C=CC3(CN(c4cccc(Cl)c4)C(=O)C13)O2 (stereo not given)	-2.6	7.3	0.1	4.8
39	O=C(CSc1nnc(CNC(=O)c2ccccc2)o1)NCc1ccco1	-3.0	19.2	-2.9	nt
40	O=C(Cc1ccccn1)N[C@@H]1C=C[C@@H](CC(=O)N2CCCCC2)O[C@H]1CO	nt	5.4	2.3	3.4

nr	PglD DTNB	PGC1a acetyl inh	FN deposition inh	Cneo AK release
31	9.5	-2.7	-2.2	51.1
32	-6.0	-13.6	6.9	9.3
33	2.8	5.9	-5.0	-1.6
34	-1.6	-0.7	4.9	-2.0
35	-3.1	-4.3	-15.2	-2.1
36	2.1	-6.4	nt	0.6
37	-0.1	3.6	-2.0	2.1
38	0.9	2.6	8.9	-1.8
39	0.1	0.9	-14.6	0.2
40	7.8	10.3	-10.9	-1.7

The results go on.
nr	structure	miR122 inh	GSIS activator	CFTR F508del cor	Statin myotox sup
41	CCOC(=O)c1ccccc1NC(=O)c1cccc([N+](=O)[O-])c1	0.4	-14.7	0.8	nt
42	CCc1ccc(Nc2ncc3c(n2)CC(C)CC3=O)cc1 (stereo not given)	-3.2	3.3	-4.2	nt
43	COc1ccc(NC(=O)c2nc[nH]c2C(=O)N[C@@H](C)c2ccccc2)cc1	-0.2	-3.2	0.4	4.7
44	CCOc1cc(C)c(S(=O)(=O)Nc2ccc(Cl)cn2)cc1C	124.0*	nt	nt	3.3
45	COc1ccccc1N(CC(=O)N/N=C(\C)c1ccc(F)cc1)S(=O)(=O)c1ccccc1	-4.1	9.9	4.5	7.2
46	Cc1cc(C)cc(N(CCC#N)C(=O)COC(=O)c2ccccc2SCC(=O)N2CCCC2)c1	-2.0	1.9	2.0	4.7
47	CS(=O)(=O)N1CCN(c2ccccc2NC(=O)c2ccc3ccccc3c2)CC1	4.6	nt	nt	-11.6
48	CCOC(=O)c1[nH]n(-c2ccc(Cl)cc2)c(=O)c1C	7.2	-6.1	nt	-2.5
49	Cc1cccc(OC(C)C(=O)Nc2ccc(S(=O)(=O)N3CCCC3)cc2)c1 (stereo not given)	0.9	-8.5	0.1	-1.4
50	O=C(Nc1nccs1)c1ccc(NC(=O)c2ccco2)cc1	-8.3	nt	nt	-5.8
51	Cc1ccc(NC(=O)CSc2n[nH]c(-c3ccncc3)n2)c(C)c1	-12.9	8.0	-1.6	6.0
52	Cc1ccccc1-c1ccc([C@H]2[C@H](CO)N3CCCCN(CC4CC4)C[C@@H]23)cc1	3.7[16.7 µM]	2.9	-0.1	-10.5

nr	PglD DTNB	PGC1a acetyl inh	FN deposition inh	Cneo AK release
41	nt	39.5	-4.8	nt
42	nt	-8.1	nt	nt
43	-1.4	-5.9	2.6	0.4
44	-1.4	15.4	1.6	2.5
45	3.9	5.1	1.9	1.5
46	1.8	1.4	nt	0.1
47	0.4	3.7	-1.8	1.4
48	0.0	5.6	-2.4	-0.8
49	5.9	-10.9	4.3	3.2
50	-3.1	nt	5.9	5.3
51	-1.5	-10.7	0.9	-2.2
52	-0.6	-12.2	nt	0.7
